GAA850 FXN act – increases GAA850 frataxin promoter reporter activity; HEK293 lucGAA850 FXN promoter luciferase reporter, 24 h; percent of 10 µM SAHA response; AID 540364; activation, % at 6 µM; 0.56% of 360,000 active;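 active = activation above the average of all compounds screened plus 3 SD, cutoff fixed separately per campaign, cut at about 7.5% in these data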;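 also: 0% = DMSO wells and 100% = 10 µM SAHA wells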
hgDAF12 agonist – activates the H. glycines DAF-12 receptor ligand-binding domain; HEK293 GAL4-hgDAF12 UAS-luciferase reporter, agonist luminescence; normalized to butyrate control; AID 687014; 1.8% of 370,000 active; activation, % at 6.8 µM;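 active = activation above a cutoff set at the mean of all screened compounds plus 3 SD, cut at about 10% in these data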;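 also: 0% = DMSO wells and 100% = sodium butyrate wells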
proKLK7 act – proKLK7 (human) activation, primary screen; P49862; 0.9% of 370,000 active; activation, % at 7 µM; AID 652039; purified proKLK7, EDANS-DABCYL substrate fluorescence; 100% is mature enzyme control, 0% vehicle;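 active = activation above the mean of all tested compounds plus 3 SD, computed per campaign excluding outliers beyond control limits, cut at about 13% in these data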
Target sequence (P49862 whole entry, looked up): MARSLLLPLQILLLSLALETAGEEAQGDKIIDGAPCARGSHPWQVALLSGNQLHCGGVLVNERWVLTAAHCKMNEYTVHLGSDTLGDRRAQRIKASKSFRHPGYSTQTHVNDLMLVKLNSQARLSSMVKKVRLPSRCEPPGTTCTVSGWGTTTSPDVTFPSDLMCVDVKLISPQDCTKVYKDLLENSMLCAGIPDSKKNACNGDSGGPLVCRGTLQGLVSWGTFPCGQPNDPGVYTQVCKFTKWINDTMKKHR
sPLA2-III inh – Inhibits HGIII-sPLA2 liposome hydrolysis, primary screen. Q9NZ20. 0.56% of 370,000 active. inhibition, % at 12.2 µM. QFRET BODIPY PC-A2 liposome hydrolysis, fluorescence;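 active = inhibition above mean plus 3 SD of compounds lying within the high and low control bounds, cut at about 19% in these data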;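 also: 0% = median of test compound wells and 100% = no enzyme DMSO wells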
Target sequence (Q9NZ20 whole entry, looked up): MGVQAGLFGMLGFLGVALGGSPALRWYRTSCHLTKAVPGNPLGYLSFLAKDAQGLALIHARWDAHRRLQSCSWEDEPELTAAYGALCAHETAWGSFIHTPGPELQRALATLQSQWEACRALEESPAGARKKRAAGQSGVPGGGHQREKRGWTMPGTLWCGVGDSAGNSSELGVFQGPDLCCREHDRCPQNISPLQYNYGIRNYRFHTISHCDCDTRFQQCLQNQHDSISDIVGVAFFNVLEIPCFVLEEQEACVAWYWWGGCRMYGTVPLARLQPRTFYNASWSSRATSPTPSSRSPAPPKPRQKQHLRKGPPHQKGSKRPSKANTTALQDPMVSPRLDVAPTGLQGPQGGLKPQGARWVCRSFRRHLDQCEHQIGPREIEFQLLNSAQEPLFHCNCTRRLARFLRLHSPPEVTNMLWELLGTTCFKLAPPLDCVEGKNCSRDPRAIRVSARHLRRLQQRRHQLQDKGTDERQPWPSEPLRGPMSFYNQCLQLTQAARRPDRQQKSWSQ
hcDAF12 agonist – H. contortus DAF-12 activation, primary screen; HEK293 hcDAF-12 lit1-tk-luc reporter, luminescence; 0% DMSO, 100% Δ7-dafachronic acid; 1.4% of 370,000 active; activation, % at 6.8 µM;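 active = activation above the mean of all tested compounds plus 3 SD, cut at about 5.5% in these data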;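 also: 100% = response to 3 µM Δ7-dafachronic acid high control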
ssDAF12 agonist – activates DAF-12 receptor from parasite S. stercoralis; HEK293 ssDAF-12/GRIP1 lit1-tk-luc reporter, luminescence; % of 3 µM dafachronic acid response; activation, % at 6.8 µM; 1% of 370,000 active;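 active = activation above the mean over all tested compounds plus 3 SD, cut at about 0.9% in these data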;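 also: 0% = DMSO-only wells and 100% = 3 µM delta7-dafachronic acid wells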
NPR2 activator – GC-B (human) receptor activation | 0.11% of 370,000 active | activation, % at 10 µM | HEK293-GC-B cells, CNP EC30, cGMP TR-FRET; 0% at EC30 CNP, 100% saturating CNP | AID 1920062;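 active = activation at 10 µM reaching about 35% in either raw or pattern-adjusted values, limit read from the data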
DAX1 inh-1 – DAX1 (NR0B1) inhibition, primary screen; inhibition, % at 6.8 µM; AID 652010; HEK293T StAR-luciferase reporter, SF-1/DAX-1 repression relief; 1.1% of 370,000 active;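 active = inhibition above the mean over all tested compounds plus 3 SD, cut at about 3.6% in these data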;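 also: 0% = DAX-1 cells with DMSO and 100% = cells lacking DAX-1 with DMSO; higher inhibition means more luminescence from relief of DAX-1 repression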
SMARCA2 act – increases SMARCA2 function in MMTV reporter cells | MG213 cells, MMTV-luciferase reporter, dexamethasone, overnight | activation, % at 9.1 µM | 1% of 370,000 active | AID 652017; in the data active = activation above about 7.8%;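 also: 0% = vehicle wells and 100% = reference activator wells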
DAX1 inh-2 – inhibitors of human orphan nuclear receptor DAX1 (NR0B1). 0.99% of 340,000 active. AID 504766. P51843. inhibition, % at 6.75 µM. HEK293 Gal4-DAX1 luciferase reporter, luminescence;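 active = inhibition above the mean over all tested compounds plus 3 SD, cut at about 4.2% in these data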;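 also: 0% = DAX1-transfected cells with DMSO and 100% = empty-vector control cells with DMSO; inhibition shows as a rise in luminescence from relieved DAX1 repression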
Target sequence (P51843 207-470 limits assumed): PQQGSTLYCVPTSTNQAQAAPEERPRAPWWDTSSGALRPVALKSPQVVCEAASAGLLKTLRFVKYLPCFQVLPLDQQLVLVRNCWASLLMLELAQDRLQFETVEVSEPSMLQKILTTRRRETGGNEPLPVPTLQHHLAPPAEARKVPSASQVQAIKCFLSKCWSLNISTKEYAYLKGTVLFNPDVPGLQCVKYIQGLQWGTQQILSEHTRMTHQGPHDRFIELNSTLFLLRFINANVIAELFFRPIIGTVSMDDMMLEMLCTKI
GC-A act – GC-A (human) enzyme activation; 0.14% of 370,000 active; AID 1671463; P16066; activation, % at 10 µM; HEK293 GC-A cells, cGMP TR-FRET, EC30 ANP; 0% at EC30 ANP, 100% saturating ANP; in the data active = activation above about 40%
Starred values were filed as active, the others as inactive; . = no result given. Random draw from the library (roughly 6.7% active in at least one column).

SMILES	GAA850 FXN act	hgDAF12 agonist	proKLK7 act	sPLA2-III inh	hcDAF12 agonist	ssDAF12 agonist	NPR2 activator	DAX1 inh-1	SMARCA2 act	DAX1 inh-2	GC-A act
COc1ccc(C2c3c(ncn(CCN4CCOCC4)c3=N)Oc3ccc4ccccc4c32)cc1 (stereo unspecified)	-6.8	-0.9	0.2	-28	-1.8	-1.8	-27	0.0	0	0.6	-26
COCC(=O)Nc1cc(C(=O)OC)cc(C(=O)OC)c1	2.8	1.1	-0.1	2	-1.8	-0.8	0	-0.3	0	0.5	4
Clc1ccc(CN2CCC(c3nc4ccc(Cl)cc4[nH]3)CC2)cc1	0.0	-2.8	1.1	-14	-1.9	-1.3	-3	-0.8	-2	-1.8	-9
O=C(NCc1ccccc1)NC1CC2CCC(C1)N2Cc1ccco1 (stereo unspecified)	0.8	1.1	-0.1	1	-0.9	-1.0	1	-0.9	2	0.0	-2
CCCn1c(SCC(=O)N2CC(=O)Nc3ccccc32)n[nH]c1=O	-2.0	-1.5	-0.1	0	1.9	-0.8	2	0.4	-1	2.6	3
CCC(C(=O)OCC(=O)Nc1c(C)n(C)n(-c2ccccc2)c1=O)c1ccccc1 (stereo unspecified)	1.3	1.9	0.1	10	-0.5	-1.1	6	0.9	-3	0.4	4
COc1ccc(-c2ccnc(SCC(=O)c3ccc(Br)cc3)n2)cc1	0.9	1.0	0.1	-7	-2.2	-1.0	-3	-0.2	0	-0.9	-1
COc1ccc(NC(=O)CN2C(=O)NC(C)(c3ccc(C)cc3)C2=O)c([N+](=O)[O-])c1 (stereo unspecified)	0.2	-0.1	0.2	-1	-1.4	-0.6	6	-1.2	0	0.0	4
COC(=O)c1cc(COc2ccc3c4c(c(=O)oc3c2)CCCC4)c(C)o1	-1.0	2.7	-23	1	-0.5	-1.1	1	-0.1	3	1.1	-2
COc1ccc(C(=O)/C=C/c2ccc(OCc3ccccc3)cc2)cc1CSCC(=O)O	1.4	1.3	-17	-25	-0.9	-1.4	-7	-2.8	-1	-0.4	-5
O=C(Nc1nnc(SCc2c(Cl)cccc2Cl)s1)C1CCCO1 (stereo unspecified)	3.2	3.2	0.5	-9	-0.9	-0.7	-2	0.6	-1	0.3	4
CC1Cc2cc(/C(O)=C3/C(=O)C(=O)N(CCCn4ccnc4)C3c3ccncc3)ccc2O1 (stereo unspecified)	3.2	1.4	0.2	-1	-1.5	-1.3	2	-0.4	1	0.6	6
Cc1ccc(-c2nn(-c3ccccn3)c(=O)c3ccccc23)cc1	1.8	-4.0	-1.1	-2	-3.5	-0.7	5	-0.9	-4	-0.7	6
Cc1ccc(SCCN2CCC(NC(=O)OCc3ccccc3)CCC2=O)cc1 (stereo unspecified)	-1.0	-2.1	0.2	-10	-1.8	-1.4	0	-0.2	1	0.5	-1
O=C(NC1CCCC1)C1CCN(S(=O)(=O)N2CCCCC2)CC1	1.2	-2.0	0.4	-3	-0.7	-1.0	0	-0.3	0	-0.1	3
Cn1c(SCC(=O)NC2CCCCC2)nnc1-c1cccc(N)c1	-1.4	1.6	0.2	4	-1.6	-0.9	-1	0.4	1	1.6	-4
Cc1cc(F)ccc1S(=O)(=O)Nc1ccccc1C(=O)NCc1ccccn1	-1.1	-0.1	1.1	-17	-1.8	-1.6	1	0.5	-1	0.8	3
CC1CCCCN1S(=O)(=O)c1ccc2[nH]c(=O)cc(C(=O)NCCCN3CCCCCC3)c2c1 (stereo unspecified)	1.2	-1.6	-3.4	-1	-2.1	-1.2	2	0.0	-2	0.1	-5
CN(C)c1ccc(-c2nnc(-c3cccnc3)o2)cc1	4.9	11*	-0.3	-4	2.1	-0.2	3	1.7	7	2.5	5
COc1ccc(-c2noc(CSc3nc(N)c(-c4ccccc4)c(=O)[nH]3)n2)cc1	0.9	-1.5	0.0	-16	-1.1	-1.4	-9	-0.6	-3	-1.2	2
O=C(CN1CCN(c2ccccc2)CC1)Nc1ccncc1	0.2	-1.6	-0.2	1	1.2	-1.7	8	-0.1	-4	0.2	0
COc1cc(NC(=O)COC(=O)CCCC2=NS(=O)(=O)c3ccccc3N2)cc(OC)c1	-0.8	1.9	0.6	-13	1.0	-1.3	-1	0.0	-2	-0.3	-2
Nc1ccc(-c2nc3c(Cl)c(N)ccc3[nH]2)cc1	-4.2	-0.5	70*	8	-0.7	-1.1	-9	0.8	-6	-0.5	-11
COc1cccc(NC(=O)Cc2cn(C)c3ccccc23)c1	0.2	-1.7	0.1	-25	0.5	-0.9	-8	-0.1	2	0.6	-2
Cc1c(Br)cc(C(=O)N2CCCCCC2)c(C)c1C	1.2	0.6	-0.2	-7	1.4	-0.2	1	-0.1	2	-0.6	-3
Cc1ccnc(NC(=O)c2cccc(S(=O)(=O)N3CCN(c4ccc(F)cc4)CC3)c2)c1	-1.1	-0.5	0.4	-14	-1.4	-1.3	-3	-3.2	-1	-0.8	-4
CN1CCN(c2ccc([N+](=O)[O-])cc2C(=O)c2ccccc2)CC1	0.6	-2.2	0.2	-4	-0.4	-1.4	-4	0.4	4	-1.0	1
CCN1CCc2c(C#N)c(N3CCOCC3)nc(NCc3ccccc3)c2C1	2.6	0.7	0.2	-4	-1.7	-1.0	4	-0.6	0	-0.1	8
COc1ccccc1CN(C)C(=O)C1CCCN(c2nc3ccccc3o2)C1 (stereo unspecified)	.	-0.8	0.6	-6	-1.6	-1.6	-8	0.0	1	.	0
CCCCCCCSc1ncnc2[nH]ncc12	2.8	4.1	0.1	-53	-1.4	-1.1	-3	0.9	-3	-0.1	-4
CC(=O)c1ccc(N(CC(=O)NC2CCCC2)C(=O)CNC(=O)c2ccco2)cc1	0.0	-1.3	0.8	3	1.4	-1.0	3	-0.4	-2	-0.7	-7
CCOC(=O)C1CCN(C(=O)c2[nH]c3ccc(OC)cc3c2C)CC1	-0.1	-2.4	0.2	-4	-1.1	-1.3	3	0.6	0	-1.4	1
N#Cc1ccc(C(=O)Nc2cc(S(=O)(=O)N3CCOCC3)ccc2N2CCOCC2)cc1	-7.6	-1.3	0.3	-2	-1.5	-1.1	10	1.1	1	1.0	-1
N#CCC[C@@H]1CC[C@]2(CCCN(Cc3ccc(Cl)cc3)C2)O1	.	-0.2	0.2	3	1.2	-0.6	-4	0.2	-3	.	1
Cc1[nH]c2ccc(C(=O)N3CCN(c4ccc(F)cc4)CC3)cc2c1C	1.5	3.0	0.5	-27	-1.3	-1.4	-2	-1.2	3	-0.2	-5
CCOc1ccc(C2/C(=C(\O)c3ccc4c(c3)OCCO4)C(=O)C(=O)N2CCCn2ccnc2)cc1OC (stereo unspecified)	-0.8	-1.0	-0.2	-1	-0.8	-1.0	1	-0.1	-2	-0.2	0
CC1=C(C(=O)OCC(Br)(Br)Br)C(c2cccc([N+](=O)[O-])c2)NC(=O)N1CCCC(=O)O (stereo unspecified)	1.2	0.3	0.3	-8	-1.2	-1.0	-1	0.8	-1	1.0	-3
CSc1ccc(COC(=O)CCS(=O)(=O)c2ccc(C)cc2)cc1	-0.4	0.2	0.6	4	0.2	-0.4	-2	-0.1	-3	-0.7	-5
COc1ccc(N2CCN(C(=O)CCS(=O)(=O)c3ccc4c(c3)CCN4C(=O)C3CC3)CC2)cc1	1.6	0.0	-0.2	2	-0.1	-0.4	1	0.1	-3	-0.9	-2
O=S1(=O)c2c(cccc2N2CCSCC2)Oc2ccccc2CN1Cc1cn(Cc2ccc(F)cc2)nn1	.	-4.4	-2.3	3	-2.9	-1.4	0	-2.3	-2	.	0

Profiles, quoted from the list. Screens in order: GAA850 FXN act	hgDAF12 agonist	proKLK7 act	sPLA2-III inh	hcDAF12 agonist	ssDAF12 agonist	NPR2 activator	DAX1 inh-1	SMARCA2 act	DAX1 inh-2	GC-A act
Nc1ccc(-c2nc3c(Cl)c(N)ccc3[nH]2)cc1 across the screens: -4.2	-0.5	70*	8	-0.7	-1.1	-9	0.8	-6	-0.5	-11
Cc1[nH]c2ccc(C(=O)N3CCN(c4ccc(F)cc4)CC3)cc2c1C across the screens: 1.5	3.0	0.5	-27	-1.3	-1.4	-2	-1.2	3	-0.2	-5

Going on with the list.
SMILES	GAA850 FXN act	hgDAF12 agonist	proKLK7 act	sPLA2-III inh	hcDAF12 agonist	ssDAF12 agonist	NPR2 activator	DAX1 inh-1	SMARCA2 act	DAX1 inh-2	GC-A act
CC(=O)c1cccc(NC(=O)COC(=O)C2CCCN2C(=O)c2cccs2)c1 (stereo unspecified)	0.1	1.2	-0.9	-4	0.3	-1.2	1	0.6	0	1.1	1
[O-][N+]12CCCCC1CCCC2CO (stereo unspecified)	0.3	6.4	0.0	9	0.1	-1.0	-3	0.2	-5	0.2	1
O=C1C2CC=C(Cl)CC2C(=O)N1CCC[n+]1cccc2ccccc21 (stereo unspecified)	0.6	-2.9	0.7	18	-2.4	-1.1	3	0.2	-2	1.2	7
COc1cccc(CN2CC(C(=O)NCCOc3ccccc3F)CCC2=O)c1 (stereo unspecified)	-1.5	0.2	-0.7	4	-1.3	-1.1	1	-0.6	2	1.0	-4
O=C(Nc1nnc(-c2ccco2)o1)c1cccc(N2C(=O)CCC2=O)c1	1.2	1.4	0.1	4	-0.3	-1.1	2	-0.3	2	1.3	1
CC(C)N(C(=O)[C@H]1C[C@H](CC(=O)NCCC2=CCCCC2)C(=O)N2CCc3c([nH]c4cc(CCC(=O)N(C)C)ccc34)[C@]12C)C(C)C	-3.0	0.1	1.1	0	-0.8	-0.8	8	-0.6	-2	-1.2	2
CC(=O)N1c2ccccc2C2CCCC[C@H]21 (stereo partly specified)	0.3	1.1	-0.1	5	-1.6	-0.7	3	-0.1	0	1.7	-3
CCC(=O)NCCCc1nc(-c2ccccc2)no1	-0.7	0.7	0.4	3	0.0	-0.8	6	0.3	1	-0.3	3
Cc1ccc(S(=O)(=O)N(c2cccc(C)c2)C2CCS(=O)(=O)C2)cc1 (stereo unspecified)	-1.8	-0.5	0.4	2	0.8	-0.8	4	0.0	4	-0.5	-6
CCOc1ccc(CCNC(=O)COC(=O)COc2ccc(C#N)cc2)cc1OCC	2.5	-2.1	-0.5	12	-2.8	-0.7	-2	-1.1	-2	0.0	0
O=[N+]([O-])c1cc(S(=O)(=O)N2CCCC2)ccc1N/N=C/c1ccncc1	1.5	1.9	-0.3	5	0.2	-1.8	-8	0.0	-3	0.4	-1
O=C(/C=C/c1ccccc1)N1CCC(N2CCC(C(=O)N3CCOCC3)CC2)CC1	0.0	-0.8	-0.2	4	-0.1	-1.3	3	0.9	0	-0.4	0
O=C1CCCC2=C1C(c1ccc(O)c(O)c1)Nc1ccc3ncccc3c12 (stereo unspecified)	-1.1	5.5	-1.3	4	0.3	-2.1	0	0.6	1	3.8	-5
Cc1ccccc1NC1=NC(C)(C)N=C(N)N1	-1.1	-2.8	0.1	4	-1.1	-1.0	-2	-0.1	-2	1.8	-1
CC1(C)CC(=O)C(C=Nc2ccc(O)cc2)=C(O)C1	1.2	-0.3	-0.5	6	-0.5	-1.3	4	-0.7	-1	0.6	-6
C/C(=N\O)c1cc(Cl)cc(Cl)c1O	-0.2	0.1	-1.1	-27	-2.1	-0.9	4	0.1	-4	-1.1	-4

Bioassay records as filed in PubChem.
